NSD2 inh: NSD2 (human) methyltransferase inhibition. hit rate 0.07% among 44,000. inhibition, % at 12.5 µM. AID 624260. O96028. NSD2-SET H3K36me1 DELFIA fluorescence, biochemical; in the data active means inhibition above about 54%, passing the limit was not always enough;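 further: inhibitors reduce the monomethyl H3K36 fluorescence signal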
Target sequence (O96028 whole entry, looked up): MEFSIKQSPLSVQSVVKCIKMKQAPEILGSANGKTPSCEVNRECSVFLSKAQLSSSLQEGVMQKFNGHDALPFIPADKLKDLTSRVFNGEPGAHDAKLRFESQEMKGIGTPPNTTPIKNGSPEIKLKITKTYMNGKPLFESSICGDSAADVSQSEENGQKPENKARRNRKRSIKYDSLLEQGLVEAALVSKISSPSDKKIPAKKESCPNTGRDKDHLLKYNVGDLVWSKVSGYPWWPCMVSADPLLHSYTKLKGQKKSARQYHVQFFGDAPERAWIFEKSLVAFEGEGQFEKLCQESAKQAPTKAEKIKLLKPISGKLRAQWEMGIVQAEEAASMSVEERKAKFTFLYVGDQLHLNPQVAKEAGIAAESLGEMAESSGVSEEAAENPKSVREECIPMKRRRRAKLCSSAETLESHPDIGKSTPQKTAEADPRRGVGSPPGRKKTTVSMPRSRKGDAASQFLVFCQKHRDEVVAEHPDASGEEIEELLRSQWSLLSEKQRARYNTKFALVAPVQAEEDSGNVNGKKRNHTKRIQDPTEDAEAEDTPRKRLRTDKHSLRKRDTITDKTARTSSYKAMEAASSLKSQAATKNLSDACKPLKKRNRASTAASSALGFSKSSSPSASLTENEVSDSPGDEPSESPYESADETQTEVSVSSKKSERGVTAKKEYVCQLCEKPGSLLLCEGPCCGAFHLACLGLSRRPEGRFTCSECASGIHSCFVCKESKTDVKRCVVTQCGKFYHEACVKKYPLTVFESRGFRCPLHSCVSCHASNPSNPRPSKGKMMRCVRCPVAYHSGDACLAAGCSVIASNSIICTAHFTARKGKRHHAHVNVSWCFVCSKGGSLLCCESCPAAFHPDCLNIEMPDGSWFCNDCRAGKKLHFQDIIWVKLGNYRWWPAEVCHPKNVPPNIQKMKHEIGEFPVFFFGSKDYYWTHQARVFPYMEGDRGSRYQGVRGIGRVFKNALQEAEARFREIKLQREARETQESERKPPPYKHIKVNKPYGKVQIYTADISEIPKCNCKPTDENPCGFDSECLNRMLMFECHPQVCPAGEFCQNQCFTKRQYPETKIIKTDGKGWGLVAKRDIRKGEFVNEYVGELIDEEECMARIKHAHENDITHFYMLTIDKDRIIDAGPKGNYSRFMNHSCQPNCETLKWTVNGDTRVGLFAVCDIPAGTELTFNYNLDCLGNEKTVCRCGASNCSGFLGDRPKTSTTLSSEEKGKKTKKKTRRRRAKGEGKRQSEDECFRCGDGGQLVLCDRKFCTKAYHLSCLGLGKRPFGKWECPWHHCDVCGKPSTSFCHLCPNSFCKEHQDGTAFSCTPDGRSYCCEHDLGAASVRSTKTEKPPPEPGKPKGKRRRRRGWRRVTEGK
* marks the source's active call; other numbers are inactive results. The list is partial (hit frequency here may not be typical).

Screening O=C(C[C@@H]1C[C@@H]2c3cc(NC(=O)CC4CC4)ccc3O[C@@H]2[C@@H](CO)O1)NCc1cc(F)ccc1F returned NSD2 inh 1.
Cc1cc(C(=O)Nc2cccc3c2O[C@H](CN(C)C(=O)Nc2ccccc2)[C@H](C)CN([C@@H](C)CO)C3=O)n(C)n1 was read as NSD2 inh 3.
`C[C@@H]1CN([C@@H](C)CO)S(=O)(=O)c2ccc(C#Cc3ccncc3)cc2O[C@H]1CN(C)C(=O)C1CCOCC1` gave NSD2 inh 3.
Screening Cc1ccc(C2OCC3(CO2)COC(c2ccc(C)cc2)OC3)cc1 (stereo unspecified) returned NSD2 inh 4.
For COc1ccc(S(=O)(=O)Nc2cccc3c2O[C@H](CN(C)S(=O)(=O)c2ccc(C)cc2)[C@@H](C)CN([C@@H](C)CO)C3=O)cc1 the results were NSD2 inh 2.
C[C@@H]1CCCCO[C@H](CN(C)Cc2ccncc2)[C@H](C)CN([C@@H](C)CO)C(=O)c2cc(NS(=O)(=O)c3cccs3)ccc2O1 was read as NSD2 inh -3.
C[C@@H]1CN([C@@H](C)CO)C(=O)c2cc(NC(=O)Nc3cccc4ccccc34)ccc2O[C@@H]1CN(C)Cc1ccc(C(F)(F)F)cc1 was read as NSD2 inh 19.
Screening C[C@H](CO)N1C[C@H](C)[C@@H](CN(C)C(=O)Nc2ccc(C(F)(F)F)cc2)OCCCC[C@H](C)Oc2ccc(NS(=O)(=O)c3cn(C)cn3)cc2C1=O returned NSD2 inh -1.
`O=C(NCc1ccccc1)[C@@]1(Cc2ccccc2)N=C(c2ccc(OCCCO)cc2)O[C@H]1c1ccccc1` gave NSD2 inh -6.
`COc1ccc(S(=O)(=O)N(C)C[C@@H]2Oc3ccc(N(C)C)cc3CC(=O)N([C@@H](C)CO)C[C@H]2C)cc1` gave NSD2 inh 3.
For CN(C)CC(=O)Nc1ccc2c(c1)[C@H]1C[C@H](CC(=O)N(C)C)O[C@H](CO)[C@H]1O2 the results were NSD2 inh -4.
Screening CCCNC(=O)N(C)C[C@@H]1Oc2ncc(Br)cc2C(=O)N([C@@H](C)CO)C[C@H]1C returned NSD2 inh 5.
`CC(C)CC#Cc1ccc2c(c1)O[C@H](CN(C)Cc1cccnc1)[C@@H](C)CN([C@H](C)CO)S2(=O)=O` gave NSD2 inh 3.
`C[C@H]1CN([C@@H](C)CO)C(=O)c2cc(NC(=O)Cc3ccccc3)ccc2O[C@H]1CN(C)C(=O)NC1CCCCC1` gave NSD2 inh -5.
`C/C=C/[C@@H](CCn1cc(CCO)nn1)[Si](C)(C)c1ccc(OC)cc1` gave NSD2 inh 1.

Reprinted from the part before: 4 compounds; new compounds follow.
Screening CCCNC(=O)N(C)C[C@@H]1Oc2ncc(Br)cc2C(=O)N([C@@H](C)CO)C[C@H]1C returned NSD2 inh 5.
`CC(C)CC#Cc1ccc2c(c1)O[C@H](CN(C)Cc1cccnc1)[C@@H](C)CN([C@H](C)CO)S2(=O)=O` gave NSD2 inh 3.
`C[C@H]1CN([C@@H](C)CO)C(=O)c2cc(NC(=O)Cc3ccccc3)ccc2O[C@H]1CN(C)C(=O)NC1CCCCC1` gave NSD2 inh -5.
`C/C=C/[C@@H](CCn1cc(CCO)nn1)[Si](C)(C)c1ccc(OC)cc1` gave NSD2 inh 1.
Screening COc1ccc(S(=O)(=O)N(C)C[C@@H]2Oc3ccc(NS(=O)(=O)c4ccc(C)cc4)cc3C(=O)N([C@@H](C)CO)C[C@@H]2C)cc1 returned NSD2 inh 3.
For CCCC#Cc1ccc2c(c1)O[C@@H](CN(C)C(=O)C1CCC1)[C@H](C)CN([C@H](C)CO)S2(=O)=O the results were NSD2 inh -3.
For C[C@@H]1CN([C@H](C)CO)S(=O)(=O)c2ccc(C#Cc3cccc(F)c3)cc2O[C@H]1CN(C)S(=O)(=O)c1cn(C)cn1 the results were NSD2 inh -6.
C[C@@H]1CN([C@@H](C)CO)C(=O)c2cc(-c3ccc(F)cc3)cnc2O[C@H]1CN(C)CC1CCOCC1 was read as NSD2 inh 0.
C[C@H](CO)N1C[C@H](C)[C@@H](CN(C)Cc2ccc3c(c2)OCCN3C)OCc2cnnn2CCCC1=O was read as NSD2 inh -3.
For C[C@@H]1CN([C@H](C)CO)C(=O)c2cc(NC(=O)Nc3ccc(C(F)(F)F)cc3)ccc2O[C@@H]1CN(C)C(=O)Nc1ccccc1 the results were NSD2 inh -7.
For COC(=O)CCCCCCC(=O)N/N=C/c1cc(OC)ccc1Br the results were NSD2 inh -1.
COc1cc(/C=C/C(=O)NCCSc2c[nH]c3ccccc23)cc(OC)c1OC was read as NSD2 inh 0.
Cc1ccc(N2C(=O)c3ccccc3[C@](C)(C(=O)O)[C@@H]2c2ccc(CO)cc2)nc1 was read as NSD2 inh 7.
For COc1ccc(S(=O)(=O)N(C)C[C@@H]2Oc3cc(-c4cccc(F)c4)ccc3S(=O)(=O)N([C@@H](C)CO)C[C@H]2C)cc1 the results were NSD2 inh -2.
C[C@@H]1CN([C@@H](C)CO)C(=O)c2cc(-c3ccccc3)cnc2O[C@H]1CN(C)C(=O)Cc1ccccn1 was read as NSD2 inh -5.
Screening C[C@@H]1CN([C@@H](C)CO)S(=O)(=O)c2ccc(-c3cccc(C#N)c3)cc2O[C@@H]1CN(C)CC1CC1 returned NSD2 inh -2.
`C[C@H](CO)N1C[C@H](C)[C@@H](CN(C)Cc2ccccn2)Oc2ncc(C#CC3CC3)cc2C1=O` gave NSD2 inh -4.
COc1ccc(S(=O)(=O)Nc2ccc3c(c2)CC(=O)N([C@H](C)CO)C[C@@H](C)[C@@H](CN(C)Cc2ccccc2)O3)cc1 was read as NSD2 inh -1.
Screening COc1ccc(S(=O)(=O)N(C)C[C@@H]2Oc3ccc(NS(=O)(=O)c4c(C)noc4C)cc3C(=O)N([C@@H](C)CO)C[C@@H]2C)cc1 returned NSD2 inh 1.
COc1ccc(NC(=O)N(C)C[C@@H]2Oc3ccc(NC(=O)C4CCCCC4)cc3CC(=O)N([C@H](C)CO)C[C@H]2C)cc1 was read as NSD2 inh -7.
Screening C[C@H]1CN([C@@H](C)CO)C(=O)c2cc(C#Cc3ccccc3F)cnc2O[C@@H]1CN(C)C(=O)C1CCC1 returned NSD2 inh 4.
For COCCNC(=O)C[C@H]1C[C@H]2c3cc(NS(C)(=O)=O)ccc3O[C@H]2[C@@H](CO)O1 the results were NSD2 inh 0.
COc1ccc(S(=O)(=O)Nc2cccc3c2O[C@@H](CN(C)S(=O)(=O)c2ccc(C)cc2)[C@H](C)CN([C@@H](C)CO)C3=O)cc1 was read as NSD2 inh 2.
`Cc1ccc(S(=O)(=O)Nc2cccc3c2O[C@@H](CN(C)Cc2ccc(C(F)(F)F)cc2)[C@H](C)CN([C@H](C)CO)C3=O)cc1` gave NSD2 inh 0.
For Cc1ccc(S(=O)(=O)N(C)C[C@H]2Oc3ccc(NC(=O)c4ccncc4)cc3CC(=O)N([C@H](C)CO)C[C@@H]2C)cc1 the results were NSD2 inh 6.
COc1ccc(S(=O)(=O)N(C)C[C@H]2Oc3ccc(NC(=O)CCCN(C)C)cc3CC(=O)N([C@@H](C)CO)C[C@@H]2C)cc1 was read as NSD2 inh -7.
For Cc1noc(C)c1NC(=O)Nc1ccc2c(c1)CC(=O)N([C@H](C)CO)C[C@H](C)[C@@H](CN(C)C(=O)Nc1c(C)noc1C)O2 the results were NSD2 inh 0.
`Cc1noc(C)c1NC(=O)N(C)C[C@@H]1Oc2ccc(NC(=O)Nc3ccccc3)cc2C(=O)N([C@H](C)CO)C[C@H]1C` gave NSD2 inh 1.
For C[C@H]1CN([C@@H](C)CO)C(=O)c2cc(NC(=O)Cn3cnnn3)ccc2O[C@H]1CN(C)C(=O)Nc1ccc2c(c1)OCO2 the results were NSD2 inh 4.
Screening COc1ccc(S(=O)(=O)Nc2ccc3c(c2)CC(=O)N([C@@H](C)CO)C[C@@H](C)[C@@H](CN(C)S(=O)(=O)c2ccccc2)O3)cc1 returned NSD2 inh 6.
`CNC[C@@H]1Oc2c(NC(=O)c3ccc(-c4nccs4)cc3)cccc2C(=O)N([C@@H](C)CO)C[C@H]1C` gave NSD2 inh 1.
C[C@H](CO)N1C[C@H](C)[C@H](CN(C)Cc2cccc(C(F)(F)F)c2)Oc2ncc(Br)cc2C1=O was read as NSD2 inh 1.
For CCCN(C)C[C@H]1Oc2ncc(-c3cccnc3)cc2C(=O)N([C@@H](C)CO)C[C@@H]1C the results were NSD2 inh -4.
`C[C@@H]1CN([C@@H](C)CO)C(=O)c2cc(NS(=O)(=O)c3cccs3)ccc2O[C@@H]1CN(C)C(=O)Nc1ccc(C(F)(F)F)cc1` gave NSD2 inh -1.

Next section, starting with the last 7 of the part before.
`Cc1noc(C)c1NC(=O)N(C)C[C@@H]1Oc2ccc(NC(=O)Nc3ccccc3)cc2C(=O)N([C@H](C)CO)C[C@H]1C` gave NSD2 inh 1.
For C[C@H]1CN([C@@H](C)CO)C(=O)c2cc(NC(=O)Cn3cnnn3)ccc2O[C@H]1CN(C)C(=O)Nc1ccc2c(c1)OCO2 the results were NSD2 inh 4.
Screening COc1ccc(S(=O)(=O)Nc2ccc3c(c2)CC(=O)N([C@@H](C)CO)C[C@@H](C)[C@@H](CN(C)S(=O)(=O)c2ccccc2)O3)cc1 returned NSD2 inh 6.
`CNC[C@@H]1Oc2c(NC(=O)c3ccc(-c4nccs4)cc3)cccc2C(=O)N([C@@H](C)CO)C[C@H]1C` gave NSD2 inh 1.
C[C@H](CO)N1C[C@H](C)[C@H](CN(C)Cc2cccc(C(F)(F)F)c2)Oc2ncc(Br)cc2C1=O was read as NSD2 inh 1.
For CCCN(C)C[C@H]1Oc2ncc(-c3cccnc3)cc2C(=O)N([C@@H](C)CO)C[C@@H]1C the results were NSD2 inh -4.
`C[C@@H]1CN([C@@H](C)CO)C(=O)c2cc(NS(=O)(=O)c3cccs3)ccc2O[C@@H]1CN(C)C(=O)Nc1ccc(C(F)(F)F)cc1` gave NSD2 inh -1.
Screening COCC#Cc1ccc2c(c1)O[C@H](CN(C)CC1CCOCC1)[C@H](C)CN([C@H](C)CO)S2(=O)=O returned NSD2 inh 3.
CNC[C@@H]1Oc2ccc(NS(C)(=O)=O)cc2CC(=O)N([C@H](C)CO)C[C@H]1C was read as NSD2 inh -1.
For CNC[C@H]1Oc2c(NC(=O)NC(C)C)cccc2C(=O)N([C@@H](C)CO)C[C@H]1C the results were NSD2 inh -2.
Screening Cc1ccc(S(=O)(=O)Nc2ccc3c(c2)C(=O)N([C@H](C)CO)C[C@@H](C)[C@H](CN(C)C(=O)Cc2ccccc2)OCCCC[C@@H](C)O3)cc1 returned NSD2 inh 0.
`COc1ccc(S(=O)(=O)N(C)C[C@H]2Oc3ccc(NC(=O)CCC(F)(F)F)cc3C(=O)N([C@@H](C)CO)C[C@@H]2C)cc1` gave NSD2 inh -6.
`Cc1ccc(/C=N/NC(=O)CCCCCC(=O)O)o1` gave NSD2 inh -3.
C[C@H]1CN([C@@H](C)CO)C(=O)c2cc(NS(=O)(=O)c3ccccc3)ccc2O[C@H]1CN(C)Cc1ccncc1 was read as NSD2 inh 5.
Screening C[C@H](CO)N1C[C@H](C)[C@@H](CN(C)S(=O)(=O)c2ccc(F)cc2)Oc2ccc(NC(=O)Cc3cn(C)c4ccccc34)cc2CC1=O returned NSD2 inh -5.
For C[C@H]1CN([C@@H](C)CO)C(=O)Cc2cc(NC(=O)CCC(F)(F)F)ccc2O[C@H]1CN(C)Cc1ccc(C(F)(F)F)cc1 the results were NSD2 inh -6.
Screening CCCC#Cc1cnc2c(c1)C(=O)N([C@@H](C)CO)C[C@H](C)[C@@H](CN(C)CCC)O2 returned NSD2 inh -10.
For C[C@@H]1CCCCO[C@H](CN(C)C(=O)Nc2ccccc2)[C@H](C)CN([C@@H](C)CO)C(=O)c2cc(NS(C)(=O)=O)ccc2O1 the results were NSD2 inh 0.
Screening COc1cc(O)cc(C)c1C(=O)OC1C(CO)OC(n2ccc(=O)[nH]c2=O)C1OC(C)=O (stereo unspecified) returned NSD2 inh -3.
`C[C@@H]1CCCCO[C@H](CN(C)Cc2ccc3c(c2)OCO3)[C@@H](C)CN([C@@H](C)CO)C(=O)c2cc(NS(=O)(=O)c3ccccc3)ccc2O1` gave NSD2 inh -5.
CC(=O)N(C)C[C@H]1Oc2ncc(C#CC3(O)CCCC3)cc2C(=O)N([C@@H](C)CO)C[C@@H]1C was read as NSD2 inh 4.
Screening C=C(CO)C1Cc2c(ccc3c(=O)c4c(oc23)COc2cc(OC)c(OC)cc2-4)O1 (stereo unspecified) returned NSD2 inh -11.
C[C@@H]1CN([C@H](C)CO)C(=O)c2cc(/C=C/c3ccccc3)cnc2O[C@@H]1CN(C)S(=O)(=O)c1cccs1 was read as NSD2 inh 9.
For COc1ccc(S(=O)(=O)N(C)C[C@@H]2Oc3ccc(NC(=O)Nc4ccccc4)cc3C(=O)N([C@@H](C)CO)C[C@H]2C)cc1 the results were NSD2 inh -1.
For O=C(NCC(O)CO)[C@@]1(CCS(=O)(=O)c2ccccc2)N=C(c2ccc(OCCCO)cc2)O[C@H]1c1ccccc1 (stereo partly specified) the results were NSD2 inh 3.
For COc1ccc(NC(=O)N(C)C[C@@H]2OCCCC[C@H](C)Oc3ccc(NS(=O)(=O)c4cccs4)cc3C(=O)N([C@H](C)CO)C[C@H]2C)cc1 the results were NSD2 inh 1.
Screening C[C@@H]1CCCCO[C@@H](CN(C)S(=O)(=O)c2ccc(Cl)cc2)[C@@H](C)CN([C@@H](C)CO)C(=O)c2cc(NC(=O)C3CCCCC3)ccc2O1 returned NSD2 inh -1.
Screening COc1ccc(S(=O)(=O)N(C)C[C@H]2Oc3c(NS(C)(=O)=O)cccc3C(=O)N([C@H](C)CO)C[C@H]2C)cc1 returned NSD2 inh 1.
For C[C@@H]1CN([C@@H](C)CO)C(=O)Cc2cc(NC(=O)Nc3ccc4c(c3)OCO4)ccc2O[C@@H]1CN(C)Cc1ccc(-c2ccccc2)cc1 the results were NSD2 inh -6.
Screening C[C@H](CO)N1C[C@H](C)[C@H](CN(C)C(=O)Nc2ccc(F)cc2)Oc2ccc(NC(=O)CCCN(C)C)cc2C1=O returned NSD2 inh 49.
Screening C[C@@H]1CN([C@H](C)CO)C(=O)c2cc(NC(=O)Cc3ccccc3)ccc2O[C@H]1CN(C)Cc1ccc2c(c1)OCO2 returned NSD2 inh -5.

Screens from PubChem.
